# KCNH2 WT inh: inhibitors of human wildtype KCNH2 potassium channel; U2OS, BacMam KCNH2, thallium flux FluxOr; active compounds read low; AID 720551; 0.37% of 340,000 active; activity change, % at 1.84 µM;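 active = maximum activity change below -70%; inconclusive = maximum activity change between -70% and -50%; inactive = maximum activity change above -50%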; note: % is set by controls: 0 for no effect and ±100 for the full control effect
# Target sequence (Q12809 whole entry, looked up): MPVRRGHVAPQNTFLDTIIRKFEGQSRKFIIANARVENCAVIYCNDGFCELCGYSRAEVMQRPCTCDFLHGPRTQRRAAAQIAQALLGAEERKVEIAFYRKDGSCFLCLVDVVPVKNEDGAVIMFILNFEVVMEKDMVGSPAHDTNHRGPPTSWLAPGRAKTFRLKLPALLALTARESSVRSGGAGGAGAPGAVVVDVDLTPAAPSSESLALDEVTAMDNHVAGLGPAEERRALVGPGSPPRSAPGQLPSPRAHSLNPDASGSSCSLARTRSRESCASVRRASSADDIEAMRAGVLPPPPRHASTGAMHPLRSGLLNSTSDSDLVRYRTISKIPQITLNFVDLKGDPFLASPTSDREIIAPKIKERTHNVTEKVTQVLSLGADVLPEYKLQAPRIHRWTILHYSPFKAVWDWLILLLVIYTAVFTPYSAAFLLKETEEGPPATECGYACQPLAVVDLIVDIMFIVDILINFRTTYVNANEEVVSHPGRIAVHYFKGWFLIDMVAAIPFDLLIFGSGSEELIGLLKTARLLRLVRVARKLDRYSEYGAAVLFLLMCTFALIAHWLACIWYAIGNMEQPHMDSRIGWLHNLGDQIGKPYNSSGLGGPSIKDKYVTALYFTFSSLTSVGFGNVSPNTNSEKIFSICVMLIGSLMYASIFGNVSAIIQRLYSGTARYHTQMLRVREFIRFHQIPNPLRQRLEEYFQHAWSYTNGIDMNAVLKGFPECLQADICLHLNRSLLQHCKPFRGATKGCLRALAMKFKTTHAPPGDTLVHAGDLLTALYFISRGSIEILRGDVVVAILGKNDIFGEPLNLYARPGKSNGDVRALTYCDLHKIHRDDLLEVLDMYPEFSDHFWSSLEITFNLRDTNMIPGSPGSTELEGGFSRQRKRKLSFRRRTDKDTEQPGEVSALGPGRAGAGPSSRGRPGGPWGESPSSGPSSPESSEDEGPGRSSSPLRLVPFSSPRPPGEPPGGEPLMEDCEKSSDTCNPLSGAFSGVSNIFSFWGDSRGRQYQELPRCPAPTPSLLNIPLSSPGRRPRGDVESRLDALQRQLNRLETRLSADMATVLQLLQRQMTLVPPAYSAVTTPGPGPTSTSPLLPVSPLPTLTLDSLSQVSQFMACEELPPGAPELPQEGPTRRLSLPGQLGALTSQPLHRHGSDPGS
#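 U2OS cells were transduced with wild-type KCNH2 virus (2.03 x 10^8 / mL) for 4 h at room temperature, then cultured overnight at 37 C. Thallium flux was read with FluxOr dye. Rate constants were normalized to DMSO controls.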
# a7 integrin act: integrin-mediated muscular dystrophy alleviation activation; alpha7betagal myoblasts, beta-gal FDG fluorescence, 48 h; Potency, µM (series often up to 38.3 µM), without a hit: top-dose activation, hits mostly activators; 0.064% of 350,000 active; AID 624291;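 note: potency is the fitted concentration of half-maximal effect; 100% = response of the positive control SU9516; nearly all actives have a fitted effect of over 60% in size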
#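 Alpha7betagal+/- myoblasts (passage 13) were plated 16-24 hr, then exposed to compounds (1:260 dilution of DMSO stock) for 48 hours at 37C. After MPER lysis, β-galactosidase reporter activity was read as FDG fluorescence (ex 480/em 540) after 30 minutes.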
# MBNL1-CUG inh: MBNL1-poly(CUG) RNA binding inhibition; AID 2675; Potency, µM (titrated, usually from 57.5 µM), without a hit: at the highest dose activity change, negative = inhibition, usual class: inhibitors; TR-FRET MBNL1-His/biotin-(CUG)12 binding, 665/545 ratio; 0.036% of 280,000 active; active = well fitted inhibition curve with a large enough effect in the signal ratio, with a control signal flat, not every such curve was filed as active; inconclusive = small, poorly fitted or top-dose-only effect, or effect the other way, or a change in a side signal; inactive = no such curve, though single readings can be large or run the other way; the % refers to the signal ratio; note: potency is the fitted concentration of half-maximal effect; % is set by controls: 0 for no effect and ±100 for the full control effect
#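 Compound titration spanned 92 nM–58 uM against the MBNL1-His/biotin-(CUG)12 complex. After 60 min at room temperature with 5 nM streptavidin-XL665 and 0.055 ng/ul terbium anti-His, ratiometric 665/545 nm emission (Ex 340 nm) normalized to controls.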
# A-T KAP1 phos: candidate therapy for ataxia-telangiectasia. […] A-T fibroblasts, KAP-1 phosphorylation AlphaLISA; neocarzinostatin DNA damage 30 min before lysis. 0.19% of 320,000 active. Potency, µM (doses to about 57.5 µM), without a hit: top-dose activation, usual class: activators. AID 485349; note: potency is the fitted concentration of half-maximal effect; % of control where 0% means no effect; nearly all actives have a fitted effect of over 45% in size
#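 ATM-like activity read as KAP-1 phosphorylation via AlphaLISA donor/acceptor antibody pairs after lysis and 6 hr at 25C. Cells were ATM-null patient fibroblasts ([…], hTERT), dosed 60 min, then exposed to the DSB inducer NCS for 30 min.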
# S-ASM inh: inhibitors of human secretory acid sphingomyelinase | P17405 | placental ASM, HMU-PC fluorogenic substrate, 60 min | Potency, µM (highest dose often 57.5 µM), for inactives: at the highest dose activity change, negative = inhibition, actives largely listed as inhibitors | 0.006% of 340,000 active | AID 504937; note: potency is the fitted concentration of half-maximal effect
#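 qHTS format. ASM enzyme prepared from human placenta hydrolyses the fluorogenic substrate HMU-PC0 (9 uM final) over 60 min at 37 °C after a 10 min compound preincubation.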
# FBPA coupling cs: coupling enzyme interference in Giardia aldolase counter-screen; coupling enzyme system counterscreen, AmpLite Red fluorescence; activity change, negative = inhibition, % at 58.2 µM, hits read low; 0.67% of 290,000 active; AID 2472; in the data active = activity change below about -30%; note: % is set by controls: 0 for no effect and ±100 for the full control effect
#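 Fluorescence at 525 nm excitation and 598 nm emission measured inhibition of the coupled detection system without aldolase. Compounds (at 57.5 uM final) were preincubated 10 min at room temperature with coupling enzyme reagent before a 20 min substrate/AmpLite Red step.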
# GALK inh: blocks human galactokinase activity; P51570; Purified GALK, Kinase-Glo residual ATP luminescence; Potency, µM (top dose mostly 57.5 µM), for inactives: top-dose activity change, negative = inhibition, most hits filed as inhibitors; 0.007% of 270,000 active; AID 1868; note: potency is the fitted concentration of half-maximal effect; % is set by controls: 0 for no effect and ±100 for the full control effect
#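 Kinase-Glo Plus luminescence measured ATP left after a 1 h room-temperature reaction. The reaction used 5 nM GALK, 100 uM galactose and 35 uM ATP at pH 8.0 (20 mM HEPES, 5 mM MgCl2, 60 mM NaCl, 1 mM DTT, 0.01% BSA).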
# TRPV1 ag: human TRPV1 agonism; activation, % at 8.33 µM; Q8NER1; 0.19% of 320,000 active; AID 540275; TRPV1-expressing cells, Fluo-8 calcium influx, agonist mode; in the data active = activation above about 80%; inconclusive = between about 30% and that limit; note: 0% is about no effect
#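 Cells expressing TRPV1 were dye-loaded with Fluo-8 and read kinetically: 10 s baseline, 3 min after compound (agonist portion), then 2 min after EC20 capsaicin (allosteric enhancer portion). Calcium-bound dye fluorescence at 480/520 nm.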
# MLL CXXC-DNA inh: blocks binding of human MLL CXXC domain to DNA; Q03164; MLL-CXXC / FITC-HOXA9 DNA fluorescence polarization; Potency, µM (doses to about 115 µM), without a hit: at the top dose activity change, negative = inhibition, most hits filed as inhibitors; 0.037% of 290,000 active; active = well fitted inhibition curve with a large enough effect in the polarisation, with a control signal flat, not every such curve was filed as active; inconclusive = small, poorly fitted or top-dose-only effect, or effect the other way, or a change in a side signal; inactive = no such curve, though single readings can be large or run the other way; the % refers to the polarisation; note: potency is the fitted concentration of half-maximal effect
#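 Steps: dispense CXXC domain solution (7 uM) → pin compounds or unlabeled HOX-A9 DNA control → 5 min ambient → add FLSN-HOX-A9 solution (50 nM) → spin → 30 min ambient → fluorescence polarization. Tris pH 7.5/NaCl/DTT/BSA buffer.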
# KCNH2 3.1 block: inhibitors of human KCNH2 3.1 potassium channel isoform; U2OS KCNH2 3.1, thallium flux FluxOr; active compounds read low; activity change, % (tested at about 1.8 µM); 0.95% of 340,000 active; AID 720553;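 active = maximum activity change below -70%; inconclusive = maximum activity change from -70% to -50%; inactive = maximum activity change above -50%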;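 note: thallium influx rate constant from kinetic fluorescence after stimulation buffer; % is set by controls: 0 for no effect and ±100 for the full control effect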
#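 Steps: virus added to U2OS suspension (4 h, RT, dark); medium with 10% FBS added, cells plated, 37 C overnight; FluxOr/Red40 loading buffer 45 min RT; stimulation buffer, 2 min kinetic read; rate constant normalized.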
# * hit, by the source's call; ? = inconclusive; · = no result given; [ ] = remark or other dose. Unless noted, calls come from the whole dose curve; as a rule, active = well fitted curve in the direction sought with a large enough effect; inconclusive = small, poorly fitted or top-dose-only effect, or another doubt; inactive = no such curve, though single readings can be large; an effect the other way counts as inactive or inconclusive.
Structure	KCNH2 WT inh	a7 integrin act	MBNL1-CUG inh	A-T KAP1 phos	S-ASM inh	FBPA coupling cs	GALK inh	TRPV1 ag	MLL CXXC-DNA inh	KCNH2 3.1 block
COc1cccc(C2(O)CCN(CC(=O)NCC3CC3)CC2)c1	32	-8%	-1%	2%	4%	1	-2%	-1	3%	7
COc1ccc(C(CNC(=O)c2cccc3cccnc23)N(C)C)cc1 (stereo not drawn)	0	-1%	-1%	-11%	3%	3	12%	0	-4%	-27
O=C(CSc1nncn1-c1ccccc1)Nc1ccc(N2CCOCC2)cc1	2	-40%	-8%	-9%	-2%	0	0%	-5	3%	-1
CC(C)[C@H](NC(=O)NC1CCCC1)C(=O)O	-10	-18%	9%	-4%	2%	4	0%	0	-6%	-5
CCOc1ccc(NC(=O)c2ccc(-c3csc(C)n3)cc2)cc1	-8	21%	21%	2%	-4%	4	0%	-5	9%	9
CO/N=C/NC(=O)Cc1cn(-c2ncc(C(F)(F)F)cc2Cl)c2ccccc12	4	-2%	-9%	2%	-8%	3	-3%	7	7%	-17
COc1cc(NC(=O)CCN2CCN(Cc3ccccc3)CC2)cc(OC)c1	3	-15%	-5%	·	-2%	-2	-1%	5	1%	0
CC1CN(C(=O)Nc2cccc(Cl)c2)C2(CCCCCC2)O1 (stereo not drawn)	-8	-8%	-4%	1%	0%	-5	-3%	?	17%	-22
Cc1ccc2nc(-c3ccccc3)c(CN3CCN(c4ccccc4F)CC3)n2c1	15	-4%	·	2%	0%	3	2%	10	9%	-19
Cc1cccc(N2CCN(C(c3ccccc3)c3nnnn3CC3CCCO3)CC2)c1C (stereo not drawn)	0	23%	-6%	4%	-2%	-3	4%	?	-12%	-4
CN(C(=O)c1cn2ccccc2n1)c1c(N)n(Cc2ccccc2)c(=O)[nH]c1=O	-1	22%	·	-4%	4%	·	·	-5	·	-5
O=[N+]([O-])c1ccc(N2CCN(c3ccccc3O)CC2)cc1	2	0%	17%	1%	-3%	1	1%	0	5%	-8
CCN(CC)C(=O)[C@H]1CC(CC(=O)NCCCN(C)C)C(=O)N2CCc3c([nH]c4ccc(OC)cc34)[C@]12C (stereo partly drawn)	2	-11%	·	9%	-3%	·	·	·	·	1
O=c1[nH]c2ccc(Cl)cc2c(-c2ccccc2)c1SC(=S)N1CCCCC1	2	31%	12%	0%	?	-2	0%	0	10%	-3
O=C(Nc1ccc2oc(-c3ccccc3)nc2c1)c1cccnc1	-4	-22%	-2%	1%	4%	-4	-5%	15	-4%	3

# Some entries already given, showing only KCNH2 WT inh, S-ASM inh and A-T KAP1 phos.
SMILES | KCNH2 WT inh | S-ASM inh | A-T KAP1 phos
CC1CN(C(=O)Nc2cccc(Cl)c2)C2(CCCCCC2)O1 (stereo not drawn) | -8 | 0% | 1%
Cc1ccc2nc(-c3ccccc3)c(CN3CCN(c4ccccc4F)CC3)n2c1 | 15 | 0% | 2%

# Additional entries follow:
Structure	KCNH2 WT inh	a7 integrin act	MBNL1-CUG inh	A-T KAP1 phos	S-ASM inh	FBPA coupling cs	GALK inh	TRPV1 ag	MLL CXXC-DNA inh	KCNH2 3.1 block
CC(C)c1ccc(N(CC(=O)NCc2ccco2)C(=O)CCC(=O)Nc2ccccn2)cc1	-2	-17%	3%	0%	-3%	0	-2%	-1	4%	3
CCCn1c(N)c(N(CCOC)C(=O)c2cccc(S(=O)(=O)N3CCCc4ccccc43)c2)c(=O)[nH]c1=O	-4	-19%	·	-1%	4%	·	·	-1	·	16
O=c1c2c(nc3cc(-c4ccccc4)[nH]n13)CCC2	-3	-4%	-8%	-3%	-1%	1	1%	-1	0%	-18
CC(/C=C/c1ccco1)=N/NC(=O)C1COc2ccccc2O1 (stereo not drawn)	0	17%	6%	1%	-2%	2	-1%	2	6%	-9
CC(=O)Oc1ccc2oc(=O)c3c(c2c1)CCCN3C(=O)CN1CCN(c2ncccn2)CC1	1	-5%	?	10%	-1%	0	-3%	-3	1%	-4
O=C1CC(c2nc3ccccc3[nH]2)CN1c1ccccc1F (stereo not drawn)	3	5%	-8%	3%	-2%	1	2%	2	-1%	-4
Cc1cccc(-n2cnc3cc([N+](=O)[O-])ccc32)c1	-37	-6%	?	12%	-1%	-3	-2%	1	-2%	9
CCOC(=O)CSc1n[nH]c(=O)n1CCc1ccccc1	-3	0%	-1%	50%	-1%	2	-2%	-2	5%	9
COc1cc(/C=N/NS(=O)(=O)c2ccc3ccccc3c2)ccc1OCCN1CCOCC1	4	4%	?	-2%	-11%	3	-2%	-4	?	6
O=C1CC(C2CCCO2)C(=O)N1c1cccc(Cl)c1 (stereo not drawn)	-11	0%	-6%	-4%	3%	5	4%	11	-1%	-6
CCOC(=O)c1ccc(S(=O)(=O)NCCN2CCOCC2)cc1	8	?	2%	4%	6%	0	0%	1	6%	19
COc1ccccc1CC(=O)N1CCN(S(=O)(=O)c2cccs2)CC1	2	2%	-2%	-15%	4%	·	-4%	4	4%	·
O=C(c1ccc(Br)s1)N1CCCC1	15	-10%	3%	2%	-3%	3	0%	1	-4%	1
O=[N+]([O-])c1ccccc1OCCCCN1CCCCC1	21	-14%	22%	5%	2%	1	-2%	2	-1%	3
CN(CC(=O)Nc1cccc(F)c1)C(=O)C1CC(=O)N(Cc2ccccc2)C1 (stereo not drawn)	1	-29%	1%	3%	0%	·	0%	4	3%	8
COc1cccc(Cn2cnc3c(NS(=O)(=O)c4ccc(Cl)cc4Cl)c(C)c(C)cc32)c1	-4	-17%	-2%	-1%	?	5	1%	4	16%	4
Cc1cccc(C)c1C(OCCN(C)C)C1CCCCC1 (stereo not drawn)	2	-35%	·	-1%	3%	0	0%	0	-6%	2
CN1CCN(NC(=O)c2ccc(Cl)cc2Cl)CC1	1	6%	·	10%	-2%	0	-2%	-5	4%	11
COc1ccccc1C(c1nnnn1C(C)(C)C)N1CCCc2ccccc21 (stereo not drawn)	6	-2%	1%	-3%	-6%	1	0%	27	12%	-6
COc1ccc(-c2cc3c(=O)n(CC(=O)NCc4cccnc4)nc(C)n3n2)cc1	-5	-19%	31%[activator]	26%	0%	4	8%	?	?	-2
Cc1cccn2cc(-c3ccccc3)nc12	-10	11%	-4%	5%	-1%	0	-1%	0	-2%	3
S=C(c1ccc(N2CCOCC2)cc1)N1CCCCC1	-12	6%	-2%	-3%	5%	1	-3%	1	0%	-1
Cc1nn(Cc2ccccc2)c(C)c1C(=O)OCC(=O)c1cc(C)n(C2CC2)c1C	24	5%[7.66 µM]	-3%	-2%	-7%	-2	-1%	2	6%	3
CN(C)c1ccc(NC(=O)CN2CCC(NC(=O)C3CCCCC3)CC2)cc1	6	-27%	-13%	1%	1%	-1	16%	-2	10%	1
O=C(Nc1ccc(S(=O)(=O)Nc2nccs2)cc1)C1CC(=O)N(c2ccc(Cl)cc2)C1 (stereo not drawn)	1	-4%	2%	-6%	-16%	4	5%	-2	0%	11
COc1ccc(CNC(=O)CSCc2ccccc2Cl)cc1	33	35%	-14%	·	5%	-2	1%	0	5%	7
COc1ccc(-n2c(N)cc(=O)nc2SCC(=O)N2CCN(c3ccccc3)CC2)cc1	36	6%	0%	0%	5%	2	-4%	-8	-4%	-11
Cc1cc2oc3ccc(NCCCN4CCOCC4)cc3c(=O)c2cc1C	-9	10%	·	·	0%	·	·	·	·	-6
CCN(CC)C(=O)Nc1ccccc1C	-4	-5%	0%	·	2%	0	1%	-4	-6%	7
COC(=O)c1cc(NC(=O)c2nn(C)c(=O)c3ccccc23)cc(C(=O)OC)c1	-17	5%	-1%	6%	-9%	-1	-1%	-4	4%	9
COc1ccc(S(=O)(=O)N2CCCCCC2)cc1C(=O)N(C)Cc1ccco1	6	9%	·	-1%	1%	·	·	0	·	3
COc1ccc(NS(=O)(=O)c2ccc3c(c2)N(C(C)=O)CCO3)cc1	0	15%	-5%	-11%	5%	·	-7%	-3	0%	-9
COc1ccc(C(=O)N2C(=S)NC(=O)/C2=C\c2ccc(C)cc2)cc1	-3	18%	·	-11%	34%	5	-2%	3	57%[activator]	2
Cc1cc(Cl)ccc1C(=O)C1CCCN(C(=O)CCn2cncn2)C1 (stereo not drawn)	2	8%	-3%	7%	1%	·	-3%	0	3%	13
CC(=O)Nc1ccc(CN2CCN(CC=C(C)C)C(CCO)C2)cc1 (stereo not drawn)	8	?	4%	7%	-1%	1	6%	-1	-1%	9
CCOC(=O)c1ccccc1NC(=O)Cc1ccc(OC)c(S(=O)(=O)N2CCOCC2)c1	3	-12%	·	4%	4%	·	·	·	·	-12
COc1ccc(-c2nc(SCC(=O)N3CCOCC3)n[nH]2)cc1	-5	-22%	-7%	-2%	2%	3	2%	6	2%	3

# Rows are unselected; overall some 2% were active at least once.
